# AT treatment: candidate therapy for ataxia-telangiectasia; AID 485349; 320,000 compounds, 0.19% hits; […] A-T fibroblasts, KAP-1 phosphorylation AlphaLISA; neocarzinostatin DNA damage 30 min before lysis; Potency, µM (top dose mostly 57.5 µM), for inactives: at the highest dose activation, most hits filed as activators; further: potency means the concentration at half of the fitted maximal effect; % of control where 0% means no effect; nearly all actives have a fitted effect of over 45% in size
#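 hTERT-immortalized A-T patient fibroblasts ([…]), 500 cells/well in OPTI-MEM, 1% FBS, got compounds for 60 min, then NCS for 30 min at 37C. Lysates were then assayed for phospho-KAP-1 by AlphaLISA (anti-pKAP1 donor, anti-KAP1 acceptor beads), 6 hr at 25C.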
# Tb PFK block: blocks T. brucei phosphofructokinase. T. brucei PFK, ADP-Glo luminescence. 330,000 compounds, 0.17% hits. O15648. Potency, µM (series often up to 57.5 µM), without a hit: top-dose activity, negative = inhibition, actives largely listed as inhibitors;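 further: potency means the concentration at half of the fitted maximal effect; 0% = uninhibited 1x PFK enzyme wells and -100% = no-enzyme wells; nearly all actives have a fitted effect of over 60% in size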
# Target sequence (O15648 whole entry, looked up): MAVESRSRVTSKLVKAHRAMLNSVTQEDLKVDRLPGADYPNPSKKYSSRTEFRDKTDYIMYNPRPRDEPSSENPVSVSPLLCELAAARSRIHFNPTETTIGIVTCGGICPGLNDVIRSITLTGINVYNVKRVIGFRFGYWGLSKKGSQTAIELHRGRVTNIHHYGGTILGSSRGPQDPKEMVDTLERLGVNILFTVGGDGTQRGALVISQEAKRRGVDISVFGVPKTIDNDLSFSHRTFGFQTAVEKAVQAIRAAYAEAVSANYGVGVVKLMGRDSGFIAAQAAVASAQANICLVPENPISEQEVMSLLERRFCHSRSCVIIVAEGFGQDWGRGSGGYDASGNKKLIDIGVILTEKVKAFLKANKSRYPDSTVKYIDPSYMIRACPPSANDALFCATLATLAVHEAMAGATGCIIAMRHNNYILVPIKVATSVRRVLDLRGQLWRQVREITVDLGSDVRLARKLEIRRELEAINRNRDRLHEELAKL
#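 In TEA buffer at pH 8.0 with 5 mM MgCl2, enzyme (1.25 nM) converted F6P (0.5 mM) and ATP (0.1 mM) for 45 min at room temperature. ADP product was read by luciferase luminescence.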
# TCR act: activators of T cell receptors. primary human leukocytes, anti-CD3, IL-2 HTRF, 48 h. Potency, µM (titrated, usually from 9.22 µM), for inactives: at the top dose activation of IL-2 secretion, usual class: activators. 330,000 tested, under 10 active. AID 504894; further: % of control where 0% means no effect
#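 Readout: HTRF IL-2, Eu-cryptate/d2 antibody pair, 320nm excitation, 665nm emission. Stimulus: a-CD3 beads, no co-stimulation. Cells: primary human leukocytes. Exposure: 48 hr with compound.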
# Giardia killer: kills Giardia lamblia; Giardia lamblia trophozoite viability; activity change, % at 7.66 µM, hits read low; 340,000 compounds, 0.15% hits; AID 540267; in the data active means activity change below about -80%; inconclusive means between about -30% and that limit;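 further: parasites exposed to compound for two days anaerobically before the ATP read; on the % scale 0 is the no-effect control and ±100 the full control effect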
#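 Anaerobic 48 hrs incubation at 37 deg C of 100 trophozoites/well with test compounds; ATPLite 1-Step luminescence, 15-30 min RT, reports cellular ATP as viability.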
# Coupling enz: coupling enzyme interference in Giardia aldolase counter-screen; coupling enzyme system counterscreen, AmpLite Red fluorescence; 290,000 compounds, 0.67% hits; activity change, negative = inhibition, % at 58.2 µM, hits read low; in the data active means activity change below about -30%; further: on the % scale 0 is the no-effect control and ±100 the full control effect
#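 Coupling enzymes only (glyceraldehyde-3-phosphate) + compound, at 57.5 uM final, 10 min RT; add substrate/coupling/AmpLite Red mix, 20 min RT; fluorescence ex 525/em 598 nm. Actives flag coupling-system interference.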
# TSHR antag: blocks TSH signaling through the human TSH receptor | P16473 | TSHR-expressing cells, TSH-stimulated cAMP HTRF, 2 h; stronger effect = lower value | 330,000 compounds, 0.2% hits | AID 504810 | activity change, negative = inhibition, % at 11.5 µM;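 active means activity change below a set negative limit, meaning inhibition stronger than a set level, cut at about -70% in these data; inconclusive means activity change between two set negative limits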; further: on the % scale 0 is the no-effect control and ±100 the full control effect
#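 Cell-based HTRF cAMP assay; TSHR cells + compound, TSH EC80 (4nM final), 2 h, 37 deg C. Lysis with anti-cAMP cryptate and cAMP-d2, 30 min RT, read 665/620 nm.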
# GALK inhibitor: blocks human galactokinase activity. Potency, µM (top dose mostly 57.5 µM), for the others: at the highest dose activity change, negative = inhibition, most hits filed as inhibitors. P51570. 270,000 compounds, 0.007% hits. AID 1868. Purified GALK, Kinase-Glo residual ATP luminescence; further: potency means the concentration at half of the fitted maximal effect; on the % scale 0 is the no-effect control and ±100 the full control effect
# Target sequence (P51570 whole entry, looked up): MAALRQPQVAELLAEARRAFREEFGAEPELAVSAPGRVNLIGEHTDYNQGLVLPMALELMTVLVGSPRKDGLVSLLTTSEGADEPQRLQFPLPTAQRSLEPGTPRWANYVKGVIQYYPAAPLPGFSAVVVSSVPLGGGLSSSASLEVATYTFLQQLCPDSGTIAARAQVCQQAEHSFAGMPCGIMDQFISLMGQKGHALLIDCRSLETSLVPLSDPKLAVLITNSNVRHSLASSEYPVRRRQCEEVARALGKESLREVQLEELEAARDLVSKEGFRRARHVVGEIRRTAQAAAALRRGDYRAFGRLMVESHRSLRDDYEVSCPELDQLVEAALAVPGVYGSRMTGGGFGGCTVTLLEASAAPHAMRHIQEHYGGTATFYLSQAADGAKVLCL
#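 Compounds were pin-transferred into ATP buffer (35 uM final), then GALK plus galactose (5 nM, 100 uM final) was added. After 1 h at room temperature, Kinase-Glo Plus was added and luminescence read after 10 min.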
# MLL CXXC-DNA inh: inhibitors of human MLL CXXC domain-DNA interaction; Q03164; MLL-CXXC / FITC-HOXA9 DNA fluorescence polarization; Potency, µM (doses to about 115 µM), without a hit: at the highest dose activity change, negative = inhibition, most hits filed as inhibitors; 290,000 compounds, 0.037% hits; active means well fitted inhibition curve with a large enough effect in the polarisation, with a control signal flat, not every such curve was filed as active; inconclusive means small, poorly fitted or top-dose-only effect, or effect the other way, or a change in a side signal; inactive means no such curve, though single readings can be large or run the other way; the % refers to the polarisation; further: potency means the concentration at half of the fitted maximal effect
#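 Purified MLL-CXXC (added from a 7 uM solution) was preincubated 5 min at ambient with pinned compounds in 50 mM Tris-HCl pH 7.5, 50 mM NaCl, 1 mM DTT, 0.05% BSA. Fluorescein-labeled HOX-A9 DNA (50 nM solution) followed, 30 min, then polarization read.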
# BCR signal inh: chronic active BCR signaling inhibition | 340,000 compounds, 0.05% hits | ABC-DLBCL IkBa-CBG/CBR reporter, luminescence ratio, 4 h | Potency, µM (series often up to 46.1 µM), for inactives: at the highest dose ratio change, negative = lower green/red ratio, most hits filed as inhibitors; active means well fitted inhibition curve with a large enough effect in the signal ratio, with a control signal flat, not every such curve was filed as active; inconclusive means small, poorly fitted or top-dose-only effect, or effect the other way, or a change in a side signal; the % refers to the signal ratio;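 further: potency means the concentration at half of the fitted maximal effect; plate controls were basal doxycycline-induced cells for no effect and cells given 10 µM MG132 for full effect; MG132 reads +100%, hits lower the ratio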
#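 Compounds up to 46 uM were incubated four hours with TMD8 cells whose green CBG68 luciferase is fused to IkappaBalpha; red CBR luminescence normalised the signal, and concentration-effect curves were fitted to fusion, red and ratio data.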
# hERG WT inh: blocks the wildtype human KCNH2 potassium channel | AID 720551 | 340,000 compounds, 0.37% hits | Q12809 | activity change, % at 1.84 µM | U2OS, BacMam KCNH2, thallium flux FluxOr; stronger effect = lower value;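 active means maximum activity change below -70%; inconclusive means maximum activity change between -70% and -50%; inactive means maximum activity change above -50%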; further: on the % scale 0 is the no-effect control and ±100 the full control effect
#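 U2OS cells transduced with wild-type KCNH2 virus are loaded with FluxOr dye for 45 min, and thallium flux is measured in kinetic reads before and after stimulation buffer. Rate constants are normalized to DMSO controls.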
# * marks the source's active call; other numbers are inactive results; ? = inconclusive; nt = no result given; & = joins results of further samples; [ ] = another dose, or the depositor's remark. Unless noted, the call rests on the fitted dose curve; in most records, active means well fitted curve in the direction sought with a large enough effect; inconclusive means small, poorly fitted or top-dose-only effect, or another doubt; inactive means no such curve, though single readings can be large; an effect the other way counts as inactive or inconclusive.
SMILES,AT treatment,Tb PFK block,TCR act,Giardia killer,Coupling enz,TSHR antag,GALK inhibitor,MLL CXXC-DNA inh,BCR signal inh,hERG WT inh
N#Cc1c(-c2ccccc2)nc(SCC(=O)N(c2ccccc2)c2ccccc2)[nH]c1=O,2%,6%,-5%[46.1 µM],-12,25,-11,-5%,-9%,?,-3
CCC(c1nnnn1Cc1ccc(OC)cc1)N1CCN(c2ccc(OC)cc2)CC1 (configuration not stated),-3%,1%,-3%,-7,0,-31,5%,4%,-18%,1
COc1ccccc1N1CN(CCc2ccccc2)CNC1=S,?,0%,-7%,-16,2,19,-3%,-7%,-2%,0
O=S(=O)(Nc1ccc(N2CCCCC2)cc1)c1ccc(F)cc1,0%,0%,4%,6,-2,-4,-1%,1%,8%,2
O=C(CSc1nccn1-c1ccccc1)NCc1ccc2c(c1)OCO2,1%,3%,6%,12,2,-6,1%,-2%,?,4
O=c1c2oc3ccccc3c2ncn1Cc1ccccc1Cl,nt,nt,nt,-19,3,nt,5%,-4%,nt,3
N/C(=N/S(=O)(=O)c1ccccc1)c1cccc([N+](=O)[O-])c1,4%[11.5 µM],4%,7%,11,1,3,0%,4%,-3%,5
CCN(c1ccccc1)S(=O)(=O)c1ccc(OC)c(NC(=O)CNCCc2ccccc2)c1,7%,-2%,6%,5,3,14,1%,2%,?,44
CCN(Cc1ccncc1)C(=O)CCc1ccccc1,-3%,-4%,nt,12,-1,2,0%,2%,3%,3
CC1(C)CC(N(Cc2ccccc2)C(=O)Cc2ccccc2)CCO1 (configuration not stated),7%[11.5 µM],4%,-5%,6,-3,-8,1%,-5%,-5%,-26
Cc1nc(N2CCN(c3ccccn3)CC2)c2c(C)c(C(=O)Nc3ccc(F)cc3)sc2n1,1%,-1%,-10%,-17,-4,-17,-4%,7%,?,3
CCOC(=O)Cc1cc(-c2ccc(F)cc2)nc2ccc3ccccc3c12,7%,-2%,-6%,38[activator],0,24,1%,15%,0%,-5
O=C1C(=O)N(CCS(=O)(=O)c2ccccc2)c2ccc(F)cc21,-10%,4%,0%,-2,nt,8,-3%,-19%,-25%,7
COc1ccc(NC(=O)N2CCOCC2)cc1OC,2%,3%,-2%,7,-3,-1,-2%,3%,-21%,-4
CC(C)NC(=O)NC(=O)COC(=O)CCCSc1nc2ccccc2s1,1%,-9%,-3%[46.1 µM],3,3,25,0%,1%,?,4
CC(C)(C)NC(=O)CSc1n[nH]c(=O)n1-c1ccccc1,27%,2%,nt,9,11,2,1%,-6%,3%,-12
NC(=Nc1ccccc1)NC(=O)c1nc(Cl)c(N)nc1N,nt,nt,1%,-2,nt,-15,nt,-8%,nt,31
CCOC(=O)c1c(C)nc2sc3c(=O)n(-c4ccc(OC)cc4)cnc3c2c1-c1ccc(OC)cc1,-2%,-2%,0%,5,0,0,0%,5%,9%,5
CC(=O)N1CCc2cc(S(=O)(=O)N3CCc4ccccc4C3)ccc21,0%,0%,-6%,2,3,-7,-1%,8%,20%,-8
CCN(CC)C(=O)OCCc1cc2ccccc2c(=O)o1,3%,5%,-4%,5,nt,-11,nt,nt,0%,-5
CCn1c(Cc2ccccc2)nnc1SCC(=O)N1CCCCC1,7%,-2%,-2%[46.1 µM],1,2,6,1%,0%,-15%,-4
O=C(CSc1n[nH]c(-c2ccncc2)n1)NCCc1ccccc1,-2%,21%,1%,11,2,1,-3%,-6%,0%,1
C/C(=N/NC(=O)c1ccc(C)s1)c1cccc(NC(=O)COc2ccc(Cl)cc2Cl)c1,0%,-1%,4%,-8,1,-2,0%,27%,?,1
CCn1c(SCC(=O)Nc2nc(C)cs2)nnc1-c1ccncc1,8%,-2%,-4%,0,-4,-4,1%,0%,?,-3
CC(=O)Nc1ccc(NC(=O)c2sc(-c3ccccc3)nc2C)cc1,4%,1%,4%,?,0,-5,nt,2%,?,-6
CCC(C)NC(=O)C1CCC(CNS(=O)(=O)c2ccc3c(c2)N(C(C)=O)CCO3)CC1 (configuration not stated),7%,2%,-8%,13,nt,-12,1%,3%,5%,6
CCCCc1cc(=O)oc2cc(C)cc(OC(C)C(=O)NCc3ccccn3)c12 (configuration not stated),9%,8%,-10%,?,3,-5,-1%,-5%,-13%,3
CCOc1ccc(CC(=O)NNC(=S)Nc2ccccc2)cc1Br,4%,-3%,3%,-10,4,-12,-2%,?,2%,-1
O=C(NCCCN=C1NS(=O)(=O)c2ccccc21)c1ccncc1,0%,-1%,nt,-20,1,8,1%,-2%,-7%,-4
O=Cc1ccc(C(=O)OCC(=O)NCCC2=CCCCC2)cc1,5%,2%,5%,10,nt,-13,nt,nt,0%,-9
CCOC(=O)/C=C1\SCC(=O)N1CC(=O)NCc1cccc(Cl)c1,-2%,0%,-7%[46.1 µM],-10,0,-6,0%,18%,2%,5
CC(=O)Nc1cccc(CNCc2cccc(NC(C)=O)c2)c1,1%,1%,-6%,11,2,-3,1%,-1%,4%,-3
Cc1cc(C(=O)CN2C(=O)NC(c3ccccc3)(c3ccccc3)C2=O)c(C)n1Cc1ccco1,20%,-4%,4%,29,-9,-15,8%,-10%,4%,-1
Cc1ccc(-c2[nH]ncc2C(=O)c2cccc(F)c2)c(O)c1,33%,1%,2%,12,-3,4,5%,?,-1%,-5
O=C(CCc1nc2sc3c(c2c(=O)[nH]1)CCCC3)NCC(=O)Nc1ccccc1Br,4%,0%,1%,6,nt,1,nt,nt,1%,5
O=C(CSc1ccccn1)N1CCN(S(=O)(=O)c2ccc(Cl)cc2)CC1,-2%,1%,-1%,33[activator],nt,-6,nt,nt,-14%,1
COc1ccccc1CN(C)C(=O)COC(=O)c1c(C)noc1C,8%,11%,6%,?,nt,-3,nt,nt,-7%,-3
Cc1c(CN2CC[C@@H](N3CCN(c4ccccn4)CC3)[C@H](O)C2)[nH]c2ccc(F)cc12,1%,-6%,6%,-16,3,-9,6%,17%,-4%,14
CCOC(=O)C1=C2SCC(=O)N2C(N)=C(C#N)C1,-8%,-1%,-1%,-9,0,1,-1%,-2%,-4%,-3
CC1CCN(C(=O)CCNC(=O)c2ccccc2)CC1,-5%,0%,0%,1,0,4,0%,-5%,5%,-10
O=C(c1ccc2nc(N3CCOCC3)sc2c1)N1CCC(Cc2ccccc2)CC1,-11%,0%,1%,12,6,-12,2%,10%,5%,5
O=C(NC(=S)NCc1ccco1)c1cccc(Cl)c1,-1%,1%,nt,nt,nt,-9,2%,3%,?,nt
COC(=O)c1ccc(NS(=O)(=O)c2ccc3c(c2)oc(=O)n3C)cc1,0%,-11%,-3%,4,7,-2,2%,1%,-7%,0
CCOC(=O)c1c(C)[nH]c(N=Nc2ccc(C)cc2C)c1C,20%,4%[0.46 µM],-3%,2,-22,-8,-1%,10%,0%,6
Cc1ccc(Cn2nnc3c(=O)[nH]c(C4CCCN(C(=O)Nc5ccc(F)cc5F)C4)nc32)cc1 (configuration not stated),5%,-3%,5%,1,0,-13,0%,-5%,?,-1
CCc1nc(Sc2nc(C)cc(C)n2)c2oc3ccccc3c2n1,7%,3%,0%,4,0,-10,10%,-20%,-3%,-6
O=C(Nc1ccc(F)cc1)N1CCc2ccccc2C1,1%,-12%,4%,-6,-6,11,5%,-2%,?,4
COc1ccc(CN(Cc2cccn2C)S(=O)(=O)c2ccc(F)cc2)cc1,-3%,0%,-3%,-8,0,8,12%,-1%,-3%,-3
CN(C)CCNC(=O)c1sc2nc(-c3ccccc3)cc(C(F)(F)F)c2c1N,0%,2%,2%,-12,3,21,0%,?,7%,3
CCCC(=O)Oc1ccc(-c2nccc(C(OC)OC)n2)cc1,-2%,0%,1%,12,2,-6,0%,234%[activator],2%,6
NC(=S)N/N=C/c1ccc([N+](=O)[O-])cc1,0%,1%,3%,-17,3,-9,5%,17%,-3%,-18
COc1ccc(Cl)cc1N(C(C)C(=O)O)S(C)(=O)=O (configuration not stated),0%,-7%,6%,10,1,-1,2%,-4%,0%,-5
COc1ccc(CNC(=O)C2CCNCC2)cc1,-4%,-1%,-3%,9,4,18,-2%,-2%,6%,4
CSCCC(NC(=O)c1ccccc1Cl)C(=O)NCC1COc2ccccc2O1 (configuration not stated),4%,0%,3%,11,nt,4,nt,nt,-1%,-19
O=C(c1cc(O)c(O)c([N+](=O)[O-])c1)c1ccccc1F,-7%,-1%,-4%,-20,nt,-20&-25,nt,-10%,9%,-14
CN(C)C(=O)c1cc(C(=O)c2ccccc2Cl)c[nH]1,-4%,-1%,6%,-1,0,-6,-1%,-2%,5%,-1
Cc1c(C(=O)N(C)C)sc2nc(-c3ccccn3)[nH]c(=O)c12,0%,-7%,3%,-14,1,-9,0%,-5%,-5%,-4

# Screening data deposited in PubChem by National Center for Advancing Translational Sciences (NCATS).
